Source: PubChem BioAssay
IMP-1 inhibitor: inhibitors of Pseudomonas aeruginosa IMP-1 metallo-beta-lactamase; 290,000 compounds, 0.45% hits; inhibition, % at 5.6 µM; AID 1556; purified IMP-1, nitrocefin hydrolysis, epi-absorbance fluorescence;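 active means inhibition above the mean plus 3 SD of all compounds in the same screening run, cut at about 4.5% in these data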;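 further: 0% = IMP-1 with DMSO and 100% = DMSO wells lacking enzyme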
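Assay system: purified IMP-1; Quantity: IMP-1 0.2 nM before substrate addition; Medium: HEPES buffer pH 7.1 with ZnSO4 and Brij 35; Incubation: 15 min enzyme–compound preincubation, then 25 min nitrocefin reaction, 25 °C; Signal: fluorescence quenching readout, ex 480/em 530 nm; Controls: DMSO with and without IMP-1; Repeats: singlicate testing.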
UBC9 SUMO inh: inhibitors of human SUMOylation (UBC9); P63279; HTRF SUMOylation assay, SAE1/SAE2 + UBC9, in vitro; 290,000 compounds, 0.36% hits; inhibition, % at 35 µM; in the data active means inhibition above about 50%, passing the limit was not always enough; further: strong numbers were not always called active
IDE cell inh: inhibits human insulin-degrading enzyme in HEK cells. FAbetaB cleavage, fluorescence polarization. P14735. inhibition, % at 5.59 µM. AID 434962. 320,000 compounds, 0.41% hits;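 active means percent inhibition above the average of all tested compounds plus 3 SD, set per screening campaign, cut at about 16% in these data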;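 further: IDE supplied by intact live HEK cells; FP after avidin binding of uncleaved biotin substrate so inhibition keeps polarization high; 0% = DMSO wells and 100% = 60 µM reference IDE inhibitor Ii1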
CRFR2-BP antag: antagonists of CRF-binding protein/CRF-R2 receptor complex | HEK293 CRF-R2/CRF-BP, CRF-induced calcium fluorescence | inhibition, % at 11.8 µM | 350,000 compounds, 0.59% hits | AID 588475;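 active means inhibition of the ligand-induced calcium signal above about 50% at the single tested concentration, limit read from the data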
pCIP destab: compounds decreasing mouse p/CIP protein stability; Q05BA5; F442A p/CIP-EGFP cells, EGFP fluorescence, 16 h; decrease of EGFP signal, % at 10 µM; 290,000 compounds, 0.01% hits;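 active means EGFP signal decrease of at least 30% at 10 µM or well 3 SD below plate mean, unless failing retest; inactive means the rest, including hits failing retest or dose response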; further: some compounds called inactive have numbers as strong as hits; many of its hits are not listed in these tables
Target sequence (Q05BA5 1-1403): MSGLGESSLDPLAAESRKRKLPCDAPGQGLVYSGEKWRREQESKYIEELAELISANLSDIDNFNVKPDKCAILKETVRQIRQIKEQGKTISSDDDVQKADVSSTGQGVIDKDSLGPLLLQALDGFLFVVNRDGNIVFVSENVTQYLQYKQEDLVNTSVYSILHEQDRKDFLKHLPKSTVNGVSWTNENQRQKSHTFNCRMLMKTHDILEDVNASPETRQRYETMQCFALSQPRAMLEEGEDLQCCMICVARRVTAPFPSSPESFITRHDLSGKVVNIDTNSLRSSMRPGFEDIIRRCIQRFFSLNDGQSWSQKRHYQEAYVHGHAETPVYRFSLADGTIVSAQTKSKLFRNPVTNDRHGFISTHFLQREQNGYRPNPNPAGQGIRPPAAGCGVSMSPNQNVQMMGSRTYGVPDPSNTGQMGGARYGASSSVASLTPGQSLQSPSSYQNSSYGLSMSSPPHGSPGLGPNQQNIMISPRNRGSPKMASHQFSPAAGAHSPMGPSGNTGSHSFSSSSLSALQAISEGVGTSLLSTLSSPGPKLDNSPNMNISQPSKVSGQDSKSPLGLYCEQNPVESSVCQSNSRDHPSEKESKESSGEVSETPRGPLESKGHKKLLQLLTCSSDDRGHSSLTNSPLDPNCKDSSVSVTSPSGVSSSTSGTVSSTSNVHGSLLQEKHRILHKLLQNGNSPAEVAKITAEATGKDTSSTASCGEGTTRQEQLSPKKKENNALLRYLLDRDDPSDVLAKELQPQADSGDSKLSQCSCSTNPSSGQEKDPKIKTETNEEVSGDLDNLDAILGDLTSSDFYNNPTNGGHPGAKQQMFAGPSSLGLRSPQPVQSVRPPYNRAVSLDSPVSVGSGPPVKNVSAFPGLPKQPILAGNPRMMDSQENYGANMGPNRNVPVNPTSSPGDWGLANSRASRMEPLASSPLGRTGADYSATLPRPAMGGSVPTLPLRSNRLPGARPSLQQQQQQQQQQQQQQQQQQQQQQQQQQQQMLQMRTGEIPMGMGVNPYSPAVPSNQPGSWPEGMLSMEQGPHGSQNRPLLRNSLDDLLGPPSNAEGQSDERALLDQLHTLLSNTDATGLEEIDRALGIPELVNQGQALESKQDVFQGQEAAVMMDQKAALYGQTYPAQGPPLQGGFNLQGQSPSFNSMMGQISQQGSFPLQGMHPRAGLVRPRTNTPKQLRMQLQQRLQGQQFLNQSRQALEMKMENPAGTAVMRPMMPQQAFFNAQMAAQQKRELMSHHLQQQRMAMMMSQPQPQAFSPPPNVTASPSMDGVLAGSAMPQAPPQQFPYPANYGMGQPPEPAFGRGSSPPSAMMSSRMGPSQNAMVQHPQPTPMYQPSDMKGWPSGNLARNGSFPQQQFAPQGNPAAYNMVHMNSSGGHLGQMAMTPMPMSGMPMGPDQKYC
IDE act: activators of human insulin-degrading enzyme in cells; 340,000 compounds, 0.073% hits; HEK cells, FAbeta-B cleavage, fluorescence polarization; 0% vehicle, 100% cell-free pure enzyme wells; activation, % at 5.96 µM;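 active means activation above the mean of all tested compounds plus 3 SD, set per screening campaign, cut at about 17% in these data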
NS3 helicase inh: blocks Hepatitis C virus NS3 helicase unwinding | NS3 helicase DNA unwinding, Cy5 molecular beacon fluorescence | AID 1800 | inhibition, % at 10.9 µM | 290,000 compounds, 0.56% hits;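 active means inhibition above the mean of all tested compounds plus 3 SD, set per campaign, cut at about 35% in these data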;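 further: 0% = DMSO wells and 100% = thioflavine S control wells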
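System: HCV NS3 helicase fragment; control set: DMSO and thioflavine S; technique: Cy5 fluorescence at 0 and 60 min, beacon hairpin quenching; reagent: beacon DNA duplex substrate plus ATP; replicates: singlicate; schedule: 1 h reaction at 25 °C, ATP-initiated; medium: MOPS buffer pH 6.5 with MgCl2, DTT, Tween20, BSA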
VIM-2 inh: blocks Pseudomonas aeruginosa VIM-2 metallo-beta-lactamase. purified VIM-2, nitrocefin hydrolysis, epi-absorbance fluorescence. inhibition, % at 5.6 µM. 290,000 compounds, 0.89% hits;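 active means inhibition above the mean of all tested compounds plus 3 SD, cutoff set per screening run, cut at about 7.5% in these data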;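 further: red hydrolysis product quenches plate fluorescence so inhibitors raise well fluorescence; 0% = enzyme with DMSO and 100% = DMSO without enzyme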
GalR3 antag: antagonists of human GalR3; O60755; HEK293 GalR3-CNG cAMP membrane potential fluorescence; galR3 body fused to GalR1 C-terminus; inhibition, % at 3 µM; 360,000 compounds, 0.44% hits; AID 651719;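 active means inhibition above the screen-wide average plus 3 SD, cut at about 13% in these data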;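 further: forskolin and galanin both at EC90 stimulate the cells; cAMP rise reported by CNG channel membrane potential dye signal; 0% = forskolin plus galanin with DMSO and 100% = forskolin alone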
An asterisk follows results filed as active; nt = not tested or not shown.

compound	IMP-1 inhibitor	UBC9 SUMO inh	IDE cell inh	CRFR2-BP antag	pCIP destab	IDE act	NS3 helicase inh	VIM-2 inh	GalR3 antag
CC(OC(=O)c1ccccc1O)C(=O)Nc1cccc(Cl)c1 (stereo not drawn)	-3.4	23.4	-1.9	15.3	0.4	8.1	7.3	-0.8	-1.6
COC(=O)c1sc(NC(=O)COc2cccnc2[N+](=O)[O-])c(C(=O)OC)c1C	nt	nt	-1.3	6.3	nt	0.2	nt	nt	-4.3
CCn1c(=O)c(CCC(=O)NCC2CCCO2)c(C)c2c(C)nn(-c3ccccc3)c21 (stereo not drawn)	-1.0	22.0	-2.9	27.8	-10.0	-5.1	-2.7	1.5	-5.9
CCOC(=O)c1c(/N=C/N(C)C)sc(C=O)c1-c1ccccc1	-0.9	19.8	-3.5	0.2	8.5	-5.3	11.2	-1.4	-5.8
Cc1[nH]c(=O)[nH]c(=O)c1S(=O)(=O)N1CCCC1	1.8	11.4	-0.3	7.9	-10.3	7.4	-0.6	-1.8	2.3
Cc1ccc(CCNC(=O)C2CCN(S(=O)(=O)c3cccc4nsnc34)CC2)cc1	4.9*	14.0	6.1	9.8	0.1	5.9	-3.5	-1.8	-0.8
Cc1ccc(Nc2nc(N3CCOCC3)nc(N3CCOCC3)n2)cc1C	-3.4	-10.7	-3.1	-8.2	-16.3	1.7	-1.5	-5.5	-2.5
COc1ccc(-c2nnc(-c3cccnc3)o2)cc1	-1.6	24.0	-0.9	-5.3	-5.6	0.3	-3.0	-2.6	-3.4
CCCCN(C(=O)NC(=O)Nc1nc2ccc(OC)cc2s1)S(C)(=O)=O	-3.6	-0.3	5.2	-6.2	-10.2	1.6	-8.7	-2.1	0.8
COCCN(C(=S)Nc1cc(C)cc(C)c1)C(C)c1cccnc1 (stereo not drawn)	-1.8	20.4	8.2	-13.7	-11.6	-4.1	0.0	-0.7	-6.3
COCCc1ncc(CN2CCCC(C(=O)Nc3cccc(-c4cccc(C)c4)c3)C2)cn1 (stereo not drawn)	0.0	9.6	1.6	-7.1	-3.0	-0.7	-34.5	0.5	-8.5
O=C(O)CCn1c(-c2ccccc2)cc2ccccc21	-2.9	-5.2	1.1	1.3	-24.0	7.3	15.0	-2.6	-3.6

Carrying on:
compound	IMP-1 inhibitor	UBC9 SUMO inh	IDE cell inh	CRFR2-BP antag	pCIP destab	IDE act	NS3 helicase inh	VIM-2 inh	GalR3 antag
O=C1NN(c2ccc(F)cc2)C(=O)/C1=C/c1cccs1	-3.5	4.7	-2.6	-45.5	-9.6	4.0	16.9	-3.9	-0.7
CCCCCCCOc1ccc(-c2ccc(C#N)cn2)cc1	-3.6	2.7	2.7	-4.4	-10.1	-2.7	0.1	-4.3	1.7
O=C1CC(Nc2ccccc2)C(=O)N1c1ccc(N2CCOCC2)cc1 (stereo not drawn)	-2.3	-13.6	-7.0	-0.1	5.8	3.2	3.2	-1.4	2.4
CCOc1ccccc1-n1c(SCC(=O)N(CC)CC)nnc1-c1ccccn1	5.7*	-18.5	2.5	-18.6	3.6	5.8	9.3	-1.2	-1.3
COc1cc(O)c2c(=O)c3c(OC)c(O)ccc3oc2c1	-2.3	15.1	-0.7	-4.2	-1.3	4.2	-8.1	1.1	-4.9
Cc1ccc(NC(=O)CCC(=O)N/N=C/C=C/c2ccccc2)cc1	-4.7	38.8	-0.8	0.7	4.5	-1.6	2.3	-6.2	-0.6
COc1ccc(CNC(=O)C2CCN(S(=O)(=O)c3ccc(SC)cc3)CC2)cc1	-3.2	7.2	-1.3	-4.9	-15.0	-3.5	-1.7	-1.4	-8.0
O=C(CSc1nnc2ccccn12)Nc1ccc2c(c1)OCCO2	-3.8	3.8	6.7	-15.6	5.2	1.6	0.6	-3.8	-1.2
Nc1nn2cc(-c3ccccc3)nc2c2ccccc12	-2.0	25.7	-1.0	-3.0	3.3	-0.8	12.0	-0.7	-3.3
N#C/C(=C\c1ccc([N+](=O)[O-])cc1)C(=O)Nc1ccccc1O	-1.6	-13.7	-1.4	-80.4	3.4	2.3	6.4	-2.3	1.3
CCCc1cc(=O)[nH]c(SCCc2ccccc2)n1	-1.7	-25.1	-1.5	5.1	11.5	3.6	5.7	-1.4	-10.4
O=C(CC1CCCC1)NNC(=O)c1ccc(F)cc1	nt	nt	1.3	3.8	nt	-1.4	nt	nt	-4.7

New compounds follow:
compound	IMP-1 inhibitor	UBC9 SUMO inh	IDE cell inh	CRFR2-BP antag	pCIP destab	IDE act	NS3 helicase inh	VIM-2 inh	GalR3 antag
Cc1sc2nc(COC(=O)c3cccc(OC(F)F)c3)[nH]c(=O)c2c1C	-4.2	-14.3	1.3	-14.2	-8.5	-4.9	1.0	-0.5	-4.9
O=C(O)COc1ccc2c(c1)O/C(=C\c1ccco1)C2=O	-4.0	43.2	-3.3	7.8	-9.3	1.3	11.2	-2.2	-6.7
CC1CCCCN1CCCNC(=O)c1c(O)nc2ccccn2c1=O (stereo not drawn)	-0.6	3.5	-1.9	-2.5	-2.3	5.7	2.6	-1.2	-6.5
Cc1ccc(Cl)cc1NS(=O)(=O)c1cn(C)nc1C	0.8	12.4	3.0	1.8	-10.7	-0.2	27.9	-2.7	-0.3
CCOc1ccc(N2C(=O)CC(/C=C3/N(C)c4ccccc4C3(C)C)C2=O)cc1 (stereo not drawn)	-5.1	19.3	1.2	9.0	-19.2	-6.4	10.2	2.4	-0.1
COc1ccc(CCC(=O)NNC(=O)Nc2ccc(C(C)=O)cc2)cc1	-0.4	12.3	-6.2	11.4	-11.5	1.5	4.8	-4.6	-0.7
CC(C)C1Nc2c(O)cc(Cl)c([N+](=O)[O-])c2C2C=CCC21 (stereo not drawn)	-3.2	31.4	nt	59.5*	-10.4	1.6	36.7*	-0.6	-2.4
CCCC(C(=O)Nc1ccc(C)c(S(=O)(=O)N2CCOCC2)c1)c1ccccc1 (stereo not drawn)	nt	nt	1.9	0.1	nt	4.2	nt	nt	-6.2
CC(C)C[C@H](NC(=O)N1CC(=O)Nc2ccccc21)C(=O)N1CCC(C(=O)O)CC1	-0.1	1.3	2.3	4.2	4.0	5.0	-6.4	-1.2	-6.9
O=C(O)c1ccccc1-c1ccccc1C(=O)NCCCO	-0.2	7.8	0.7	25.7	-1.0	5.1	-0.5	-1.3	-0.9
O=C(CCC(=O)c1cccs1)NNC(=O)c1cc(Cl)ccc1Cl	nt	nt	0.8	-1.1	nt	2.2	nt	nt	-4.0
Cc1cn(C)c(=O)n(C)c1=O	-2.6	-7.8	-1.0	-11.1	-10.9	4.6	16.6	-2.9	-4.2

The listing continues.
compound	IMP-1 inhibitor	UBC9 SUMO inh	IDE cell inh	CRFR2-BP antag	pCIP destab	IDE act	NS3 helicase inh	VIM-2 inh	GalR3 antag
Cn1c(-c2ccco2)n[nH]c1=S	-2.6	-5.4	10.2	17.6	4.3	0.1	-1.8	3.2	0.5
COC(=O)[C@@H]1CC[C@H](C)[C@@H](c2ccc(C)cc2)N1C(=O)c1ccc(/C=N/O[C@@H](C)c2cn([C@H](CO)Cc3ccccc3)nn2)cc1	-4.5	-16.8	1.3	nt	4.1	nt	-35.4	-2.5	nt
CCc1ccc(C2CC(c3ccccc3Cl)Nc3nc(N)nn32)cc1 (stereo not drawn)	-2.8	12.8	-0.3	-59.2	-19.1	2.0	5.6	-0.9	4.4
N#C/C(=C\c1ccc(-c2ccc([N+](=O)[O-])cc2)o1)C(=O)Nc1nc(-c2cccs2)cs1	-2.0	nt	2.7	-3.5	-5.0	4.1	14.2	-4.1	-5.2
COc1cccc(Nc2nc(-c3sc(NC(=O)CC(C)C)nc3C)cs2)c1	5.9*	23.7	-6.8	1.6	-1.2	-5.2	1.8	-4.2	-5.2
Cc1ccc(SCc2cc(=O)[nH]c(N3CCN(Cc4ccccc4)CC3)n2)cc1	-0.4	-18.7	-0.3	4.9	-12.8	6.4	-7.5	-2.4	0.4
CCC1(CC)NC(=O)N(CC(=O)OCC(=O)c2ccccc2OC)C1=O	nt	nt	7.2	-17.0	nt	-1.0	nt	nt	-2.5
CCCc1nnc(NC(=O)CCC(=O)NC2CC2)s1	-2.8	9.0	2.6	5.4	-11.1	12.0	1.5	-0.6	-7.7
CC(C)C[C@H](NC(=O)c1nc[nH]c1C(=O)N[C@@H](CC(C)C)C(=O)OCc1ccccc1)C(=O)OCc1ccccc1	-3.8	-24.7	7.2	-0.1	2.3	2.5	-11.4	-4.3	-1.5
Cc1ccc(Oc2ccc(NC(=O)c3ccco3)cc2)cc1	-1.5	5.9	-7.1	15.9	3.3	2.6	-8.3	-1.1	-3.1
CCOc1cc(N2CCOCC2)c(OCC)cc1NC(=O)CN1CCCC1	-3.1	-0.1	3.0	1.0	-1.3	1.1	-5.2	-3.4	-3.1
CCC(Cc1ccccc1)NC(=O)CCc1ccccc1 (stereo not drawn)	0.5	11.9	-5.1	6.3	-10.9	-6.2	-2.5	1.4	2.7

The results go on:
compound	IMP-1 inhibitor	UBC9 SUMO inh	IDE cell inh	CRFR2-BP antag	pCIP destab	IDE act	NS3 helicase inh	VIM-2 inh	GalR3 antag
COc1ccc(C(=O)N/C(=C\c2ccc3c(c2)OCO3)C(=O)Nc2ccc(C(=O)O)cc2)cc1	-2.4	17.7	-1.1	-3.0	-11.9	8.6	9.1	-0.5	-5.8
Cc1c(CCO)c(=O)[nH]n1S(=O)(=O)c1ccccc1	-1.3	-17.7	-7.3	13.6	-10.3	-2.2	6.1	-2.0	-6.4
CCOC(=O)c1c(NC(=S)Nc2ccccc2)sc(C)c1C	-3.3	-24.4	6.7	-12.3	10.6	-5.7	4.4	-2.5	-4.1
Cc1ccc(-c2csc(NC(=O)CSc3nc(C)cs3)n2)cc1	-5.0	-0.9	2.2	22.3	-2.5	-1.2	-9.2	-2.5	-2.9
CC[C@H](C)NC(=O)c1ccc(Cn2c(=S)[nH]c3c([nH]c4ccc(OC)cc43)c2=O)cc1	-3.5	13.1	6.1	5.7	-1.2	-1.9	-0.4	-4.7	-3.2
